From PubChem BioAssay
CCT modulator – High-Throughput Screening for Modulators of Cytosolic Chaperonin Activity | purified chaperonin ATPase assay, HTRF ADP detection, 30 min | activity change, % (no concentration beside the values), hits read low | 360,000 tested, 0.3% active | AID 651819, 2012; in the data active means activity change below about -30%; further: on the % scale 0 is the no-effect control and ±100 the full control effect
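ATPase activity: ADP formed was measured by HTRF Transcreener (665/615 nm ratio) after 30 min at 37 deg C with 10 uM ATP. Compounds screened at one 76 uM concentration against 40 or 20 nM TRiC in Tris pH 7.4/KCl/MgCl2/DTT buffer.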
PI5P4K alpha inh – qHTS for Inhibitors of phosphatidylinositol 5-phosphate 4-kinase (PI5P4K). Phosphatidylinositol 5-phosphate 4-kinase type-2 alpha (Homo sapiens), P48426. PI5P4Kalpha enzyme, ADP-Glo luminescence, 60 min; stronger effect = lower value. max response, %. 330,000 tested, 1.2% active; active means max response of -50% or lower; inconclusive means between -30% and -50%; inactive means -30% or higher; further: value at the top dose of about 77 µM; on the % scale 0 is the no-effect control and ±100 the full control effect
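qHTS, 1536-well: enzyme/substrate mix, compound by pin tool, 5 microM ATP final; RT 60 min; ADP-Glo reagents 1 (45 min) then 2 (30 min); luminescence.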
EPAC2 agonist – qHTS for Agonist of cAMP-regulated guanine nucleotide exchange factor 4 (EPAC2): primary screen; Rap guanine nucleotide exchange factor 4 (Homo sapiens), Q8WZA2; EPAC2 activation, biochemical qHTS; response scale: 100% = 6.5 mM cAMP response; Potency, µM (top dose mostly 154 µM), without a hit: at the highest dose activation, most hits filed as activators; 360,000 tested, 0.079% active; AID 720711, 2013; further: potency means the concentration at half of the fitted maximal effect; nearly all actives have a fitted effect of over 50% in size
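Fluorescence exchange assay: 100 nM EPAC2 with 250 nM RAP1B-BODIPY-GDP and 50 uM GDP; compounds tested as a concentration-titration series (qHTS). Loss of Rap1-bound BODIPY-GDP fluorescence read at 480/540 nm; data normalized to 6.5 mM cAMP.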
WRN helicase inh – qHTS for Inhibitors of WRN Helicase; WRN helicase unwinding, fluorescent forked duplex, kinetic; Potency, µM (top dose mostly 114 µM), for the others: at the top dose activity change, negative = inhibition, most hits filed as inhibitors; 360,000 tested, 0.46% active; further: potency means the concentration at half of the fitted maximal effect; on the % scale 0 is the no-effect control and ±100 the full control effect; nearly all actives have a fitted effect of over 55% in size
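Screening of the MLSMR collection measured strand separation of a quenched forked DNA duplex (100 nM) by 20 nM WRN with 2 mM ATP, all final. Compounds were preincubated with enzyme 15 min at room temperature.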
EPAC1 antag – qHTS for Antagonist of cAMP-regulated guanine nucleotide exchange factor 3 (EPAC1): primary screen; Rap guanine nucleotide exchange factor 3 (Homo sapiens), O95398; EPAC1 GEF assay, Rap1b-BODIPY-GDP exchange fluorescence; Potency, µM (top dose mostly 115 µM), inactives show at the top dose activity change, negative = inhibition, actives largely listed as inhibitors; 360,000 tested, 0.14% active; AID 720709, 2013;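 further: potency means the concentration at half of the fitted maximal effect; plate controls were vehicle for no effect and positive control for full effect; nearly all actives have a fitted effect of over 50% in size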
Target sequence (O95398 whole entry, looked up): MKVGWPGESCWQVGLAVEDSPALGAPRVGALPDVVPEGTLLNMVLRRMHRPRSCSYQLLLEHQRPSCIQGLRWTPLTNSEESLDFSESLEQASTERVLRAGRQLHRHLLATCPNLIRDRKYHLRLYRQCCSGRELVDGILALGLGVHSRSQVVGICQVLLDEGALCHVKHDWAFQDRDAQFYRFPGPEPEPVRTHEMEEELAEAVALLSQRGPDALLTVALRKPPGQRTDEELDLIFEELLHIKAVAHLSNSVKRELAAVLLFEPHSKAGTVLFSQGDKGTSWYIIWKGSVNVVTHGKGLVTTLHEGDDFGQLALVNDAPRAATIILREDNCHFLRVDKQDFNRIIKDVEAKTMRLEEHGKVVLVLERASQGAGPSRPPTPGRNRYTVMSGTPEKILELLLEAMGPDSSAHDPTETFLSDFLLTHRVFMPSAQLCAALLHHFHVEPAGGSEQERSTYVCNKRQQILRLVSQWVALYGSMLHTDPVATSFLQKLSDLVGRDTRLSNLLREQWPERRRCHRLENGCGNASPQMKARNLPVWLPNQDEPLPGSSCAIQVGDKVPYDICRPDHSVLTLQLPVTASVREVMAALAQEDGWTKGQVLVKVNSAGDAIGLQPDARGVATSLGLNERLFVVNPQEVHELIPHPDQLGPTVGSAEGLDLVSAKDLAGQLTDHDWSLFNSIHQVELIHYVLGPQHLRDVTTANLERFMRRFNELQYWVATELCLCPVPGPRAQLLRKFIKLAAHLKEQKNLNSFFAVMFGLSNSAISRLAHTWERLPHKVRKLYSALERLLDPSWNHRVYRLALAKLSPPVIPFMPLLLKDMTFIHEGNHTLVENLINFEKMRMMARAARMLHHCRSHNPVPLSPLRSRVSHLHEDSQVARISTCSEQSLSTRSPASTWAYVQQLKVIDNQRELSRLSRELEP
IL2 activator – qHTS of IL-2 Activators. IL-2 activation reporter assay, cell-based qHTS; stimulated with anti-CD3/CD4/CD28 beads; in transgenic mouse T cells. activation, % (series mostly up to about 46 µM). 360,000 tested, 0.065% active. AID 652025, 2013; in the data active means activation above about 50%; inconclusive means mostly about 30% to 49%; further: 0% is about no effect
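Screening format: compound pinned onto unstimulated transgenic mouse T cells, 60 min incubation, then anti-CD3/anti-CD4/anti-CD28 bead stimulation for 18 hours at 37 degrees C, followed by EGFP and DsRed detection.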
EPAC1 ag – qHTS for Agonist of cAMP-regulated guanine nucleotide exchange factor 3 (EPAC1): primary screen | EPAC1 agonist qHTS, biochemical assay; response scale: 100% = response to 6.5 mM cAMP | Rap guanine nucleotide exchange factor 3 (Homo sapiens), O95398 | 360,000 tested, 0.073% active | Potency, µM (series often up to 154 µM), for the others: at the highest dose activation, most hits filed as activators; further: potency means the concentration at half of the fitted maximal effect; nearly all actives have a fitted effect of over 60% in size
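Read-out is the fluorescence drop as BODIPY-GDP leaves Rap1B (480 nm excitation, 540 nm emission), recorded every 5 minutes over 30 minutes. Reactions held 100 nM EPAC1, 250 nM Rap1B–BODIPY-GDP and 50 uM GDP, with 6.5 mM cAMP setting full activation.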
PLK1 PBD block – qHTS for Inhibitors of PLK1-PDB (polo-like kinase 1 - polo-box domain): Primary Screen. Plk1 PBD binding of FITC phosphopeptide, fluorescence polarization. 360,000 tested, 2.8% active. AID 720504, 2013. Potency, µM, for inactives: max response, negative = inhibition, actives largely listed as inhibitors; further: potency means the concentration at half of the fitted maximal effect; series mostly up to about 57 µM; on the % scale 0 is the no-effect control and ±100 the full control effect; nearly all actives have a fitted effect of over 65% in size
An asterisk follows results filed as active; ? = inconclusive; / = not tested or not shown; [ ] = remark or other dose. Unless noted, the call rests on the fitted dose curve; in most records, active means well fitted curve in the direction sought with a large enough effect; inconclusive means small, poorly fitted or top-dose-only effect, or another doubt; inactive means no such curve, though single readings can be large; an effect the other way counts as inactive or inconclusive. Some of the compounds tested; rates above refer to the full screens.

SMILES	CCT modulator	PI5P4K alpha inh	EPAC2 agonist	WRN helicase inh	EPAC1 antag	IL2 activator	EPAC1 ag	PLK1 PBD block
CCOC(=O)c1cccc(NC(=O)c2cc3ccccc3o2)c1	-2.9	2	21%	-7%	-23%	0.7	3%	-19%
O=C(Nc1ccncc1)c1ccc(Cl)cc1	-0.3	8	10%	-1%	-10%	-2.8	13%	-2%
CN1CC(c2ccccc2Cl)C2(COc3ccccc3C2=O)C12C(=O)Nc1ccccc12 (stereo not drawn)	-4.1	/	8%	-4%	5%	-2.9	17%	0%
COc1cccc(NC(=O)N(C)C[C@@H]2OCc3cnnn3CCCC(=O)N([C@@H](C)CO)C[C@H]2C)c1	0.8	3	4%	14%	-23%	-1.6	5%	-7%
O=C(CCCCl)Oc1ccc2cc(-c3ccc4ccccc4n3)c(=O)oc2c1	-3.9	0	0%	4%	-13%	27	17%	-19%
COc1ccc(CCN2C(=S)N(c3ccccc3)C(=O)C2CC(=O)O)cc1OC (stereo not drawn)	1.5	1	2%	-2%	-1%	-0.3	-11%	-4%
CC(=O)N(C(C)=O)c1ncnc2c1c(-c1ccc(Cl)cc1)nn2C(C)(C)C	-1.8	-8	1%	2%	1%	-7.8	-10%	-7%
Cc1ccccc1OCc1nnc(SCC(=O)Nc2ccc3nc(SCC(=O)NC(C)(C)C)sc3c2)n1C	-0.3	4	-11%	-4%	-2%	0.1	-5%	2%
c1ccc2[nH]c(CSc3nccs3)nc2c1	-0.7	-2	-2%	4%	9%	2.6	-1%	-2%
CCOc1cc(-c2nc(C)c(C(C)=O)n2O)ccc1OCC(=O)Nc1cccc(C)c1	-3.1	0	-8%	-9%	5%	-0.8	1%	-9%
CC1=NN(C(C#N)c2ccccc2)C(C)(C)C1 (stereo not drawn)	2.6	0	8%	-3%	-2%	-0.6	11%	-1%
Cc1cc(/C=N/NC(=O)C(=O)NCc2ccccn2)c(C)n1-c1cccc(Br)c1	0.3	-1	6%	1%	-13%	-4.1	-3%	0%
N/C(=N\OC(=O)c1cccc(Cn2cc(C(F)(F)F)ccc2=O)c1)c1ccccc1	-1.7	1	11%	-5%	-25%	2.7	-6%	-6%
O=C(c1ccc(Cl)cc1)c1c[nH]c(C(=O)NNc2cccc(Cl)n2)c1	0.1	-4	4%	-8%	2%	-0.1	8%	-5%
COc1ccc(C(=O)NCCOc2ccccc2)cc1S(=O)(=O)N1CCOCC1	0.7	1	7%	-1%	3%	0.5	3%	-9%
CC(Sc1ccccc1)C(=O)NCCc1ccccc1 (stereo not drawn)	-2.0	2	-1%	11%	-4%	0.6	3%	-11%
Cc1c(/C=C2\SC(=O)N(CC(=O)Nc3ccc4c(c3)OCO4)C2=O)c2ccccc2n1C	0.9	/	13%	0%	-1%	-2.3	19%	-5%
COC(=O)[C@]12CCCCC=C1N(Cc1ccccc1)C(=O)[C@H](CC(=O)NCC1CCCCC1)C2	-0.7	-1	8%	-1%	1%	0.4	-6%	-1%
CC1(C)Cc2c(sc3nc4n(-c5ccccc5)cnn4c(=O)c23)CO1	-1.1	2	5%	-13%	1%	-1.0	4%	-4%
COc1ccccc1NC(=S)NNC(=O)c1c(Cl)c(C)nn1C	-0.2	-1	-2%	-7%	-2%	-0.2	0%	-5%
O=C(O)CN=C1CC(c2ccccc2)CC(=O)/C1=C(/O)CCCN1C(=O)c2ccccc2C1=O (stereo not drawn)	-2.4	-13	-5%	2%	-1%	-0.1	-1%	-2%
CCOc1ccc(N(CC(=O)Nc2cccnc2)S(=O)(=O)c2ccc(C)cc2)cc1	-1.1	7	6%	?	-15%	2.5	11%	-10%
COc1ccccc1N1CCN(CCCn2c(=S)[nH]c3ccccc3c2=O)CC1	-0.6	1	5%	-3%	-8%	-1.3	-2%	-7%
Cc1c(NC(=O)CN2C(=O)c3ccccc3S2(=O)=O)c(=O)n(-c2ccccc2)n1C	-0.1	10	6%	1%	-4%	0.3	-2%	0%
CC(=O)c1cc2c(cc1NC(=O)c1cnc(C)cn1)OCO2	0.8	11	-10%	1%	0%	0.4	-3%	-4%
COc1cc([N+](=O)[O-])ccc1NC(=O)Nn1cnnc1	-0.9	0	14%	-3%	-8%	-4.2	4%	-2%
CCCCN(C)c1c(N2CCC(C(=O)OCC)CC2)c(=O)c1=O	2.1	3	3%	-4%	22%	-2.5	17%	-9%
COCCCNC(=O)c1ccc2c(=O)n(CC3CCCO3)c(=S)[nH]c2c1 (stereo not drawn)	-7.1	-3	9%	2%	-1%	0.9	10%	-7%
CCCNC(=O)[C@H](C)NC(=O)c1ccc(Br)cc1	-2.3	8	5%	1%	-14%	0.8	-4%	1%
N#Cc1nc(Cc2ccccc2)oc1NCc1ccccc1	2.2	-4	0%	5%	-1%	-0.9	2%	0%
Cc1ccc(S(=O)(=O)N(C)C)cc1NC(=O)COC(=O)CCC(=O)c1ccc(F)cc1	-2.1	1	5%	13%	-2%	0.3	0%	2%
CCCCOC(=O)C1[C@H]2C(=O)N(c3ccccc3CC)C[C@]23C=C[C@H]1O3 (stereo partly drawn)	-1.9	7	-10%	-3%	0%	-0.2	-1%	-8%
O=C(NCCCCc1ccccc1)C1CC(c2cc(C(F)(F)F)cc(C(F)(F)F)c2)=NO1 (stereo not drawn)	-2.0	-1	-9%	2%	-17%	1.0	-2%	-8%
CCOC(=O)N1CCN(C(=O)CCCCCn2c(=S)[nH]c3cc4c(cc3c2=O)OCO4)CC1	1.0	-6	-7%	-7%	-21%	-2.2	1%	-9%
Cc1ccc2c(c1)C1(SCCS1)C(=O)N2	0.1	/	-2%	-6%	0%	1.4	6%	-19%
CC(NC(=S)Nc1ccccc1Cl)C(c1cccs1)N1CCCC1 (stereo not drawn)	1.5	4	7%	-9%	-4%	-3.2	7%	-12%
COc1ccc(C(C(=O)NC2CCCC2)N(Cc2ccc(F)cc2)C(=O)c2ccn[nH]2)cc1OC (stereo not drawn)	-0.5	/	1%	8%	5%	-2.2	5%	-4%
CCn1c(CCc2ccccc2)nc2ccccc21	0.4	0	3%	8%	-4%	-1.4	1%	-9%
O=C(c1ccc(OC2CCN(CCO)CC2)cc1)N1CCCC1	-2.0	1	11%	-19%	-7%	-0.6	-14%	-13%
CCOC(=O)c1cccc(NC(=O)c2cccnc2)c1	-2.1	/	13%	-3%	-3%	-2.3	4%	-15%
CN1C(=O)C2(Nc3ccccc3-c3nc4ccccc4n32)c2ccccc21 (stereo not drawn)	0.1	-21	-1%	12%	8%	-0.5	7%	-7%
CC(=O)N1CCN(C(=O)c2c(-c3ccccc3)noc2C)CC1	-0.3	1	2%	10%	19%	1.2	-2%	3%
CCOC(=O)c1c(S(=O)(=O)NCC(=O)Nc2ccc(F)cc2)c(C)n(C)c1C	1.8	8	-1%	-5%	-9%	-0.4	-6%	-11%
NNC(=S)NCc1ccco1	-1.6	-22	1%	-13%	-5%	-3.2	8%	?
CC(C)NC(=O)c1c(CSc2ccccc2)noc1C(=O)NCc1ccccc1	-2.7	-4	29%	-4%	-20%	0.1	1%	-7%
CCn1c(=O)c(C(=O)NCCCc2ccccc2)c(O)c2ccccc21	-0.8	24	17%	-5%	12%	-1.0	8%	-8%
NS(=O)(=O)c1ccc(CNC(=O)c2ccc(Br)o2)cc1	1.9	2	-10%	9%	4%	-3.8	-2%	-19%
O=C(NCC1CCCO1)C1c2ccccc2C(=O)N1C1CCCCCC1 (stereo not drawn)	-2.9	/	-2%	2%	6%	-1.1	3%	-7%
O=[N+]([O-])c1ccc(N=Cc2sc3ccccc3c2O)cc1	-29	5	21%	-7%	3%	-3.9	25%	-12%
O=C(C[n+]1ccccn1)c1ccccc1	-1.9	-17	16%	2%	-26%	1.4	11%	-11%
CCOc1cccc2sc(N3CCN(C(=O)c4ccc5ncsc5c4)CC3)nc12	-2.3	-3	5%	0%	1%	0.7	2%	-2%
Cc1nc2sc(C(=O)OCC(=O)N3c4ccccc4CC3C)c(C)c2c(=O)[nH]1 (stereo not drawn)	-1.9	-6	0%	16%	-9%	-0.6	1%	5%
Cc1ccc(/C=N\Nc2cn[nH]c(=O)c2Cl)cc1	0.7	/	-3%	-6%	10%	-1.5	6%	-5%
CCOC(=O)C1CCCN(C(=O)CCCn2nc(C)n3c(cc4sccc43)c2=O)C1 (stereo not drawn)	0.5	-3	5%	-6%	0%	-1.1	3%	-4%
Cc1ccc(-c2nc(=S)c3c(n2Cc2ccco2)CCCC3)cc1	-4.7	0	8%	-10%	-3%	0.6	3%	-12%
COc1ccc(Nc2nc3cc(-c4ccsc4)sc3c(=O)n2C)cc1OC	1.6	-1	6%	8%	-1%	-0.7	4%	-5%
COc1ccc(S(=O)(=O)N2CCCN(CC(=O)Nc3ccccc3F)CC2)cc1	1.1	1	9%	2%	14%	-0.7	7%	-8%
O=C(Nc1ccccc1Cl)c1ccc2nccnc2c1	-2.2	-27	8%	-2%[11.6 µM]	3%	0.2	13%	-18%
